RGS8-Gao reg – modulates binding of RGS8 to human Galphao; P09471; multiplexed bead flow cytometry; actives lie on both sides; response (percent of control binding), % at 10 µM; hit rate 0.34% among 220,000; AID 1423; in the data active means response below about 60% or above about 140%; inactive means in between;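 further: Galphao activated as the GDP aluminium fluoride complex binding bead-coupled RGS8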
Target sequence (P09471 whole entry, looked up): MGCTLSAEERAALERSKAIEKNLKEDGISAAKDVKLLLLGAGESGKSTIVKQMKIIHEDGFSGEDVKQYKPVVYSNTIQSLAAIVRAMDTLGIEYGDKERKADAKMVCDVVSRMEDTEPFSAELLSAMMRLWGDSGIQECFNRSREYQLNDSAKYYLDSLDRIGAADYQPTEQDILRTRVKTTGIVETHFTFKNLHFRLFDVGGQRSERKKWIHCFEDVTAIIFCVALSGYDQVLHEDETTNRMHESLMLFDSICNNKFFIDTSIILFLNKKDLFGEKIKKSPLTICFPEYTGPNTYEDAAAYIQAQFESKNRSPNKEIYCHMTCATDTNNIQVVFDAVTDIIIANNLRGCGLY
Mcl-1 Bim block – disrupts Bim peptide binding to human Mcl-1. Q07820. Bead-based flow cytometry, Bim peptide-Mcl-1 binding. inhibition, % at 10 µM. hit rate 0.1% among 190,000;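 further: 0% = no compound tracer wells and 100% = peptide blocker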
Target sequence (Q07820 whole entry, looked up): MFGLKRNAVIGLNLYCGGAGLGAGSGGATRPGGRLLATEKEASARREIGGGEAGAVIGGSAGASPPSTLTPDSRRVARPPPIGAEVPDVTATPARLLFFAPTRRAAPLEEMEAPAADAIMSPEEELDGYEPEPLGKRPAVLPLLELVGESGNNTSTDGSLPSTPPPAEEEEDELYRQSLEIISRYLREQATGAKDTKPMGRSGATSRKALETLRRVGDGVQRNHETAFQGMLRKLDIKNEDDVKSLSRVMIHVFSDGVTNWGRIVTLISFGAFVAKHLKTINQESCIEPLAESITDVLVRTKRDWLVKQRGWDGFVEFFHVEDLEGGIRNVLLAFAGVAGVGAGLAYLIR
Bim-Bfl-1 – inhibitors of Bim-Bfl-1 interaction, human | Q16548 | Bead-based flow cytometry, Bim-Bfl-1 binding inhibition | inhibition, % at 10 µM | hit rate 0.12% among 190,000;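 further: 0% = wells without compound plus tracer and 100% = blocker peptide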
Bim-Bcl-2 – disrupts Bim peptide binding to human Bcl-2; P10415; inhibition, % at 10 µM; hit rate 0.06% among 190,000; Bead-based flow cytometry, Bim peptide-Bcl-2 binding; in the data active means inhibition above about 40%; inconclusive means no clear call, values can overlap the other calls;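 further: 0% = no compound wells with probe peptide and 100% = reference peptide inhibitor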
Bcl-W Bim block – human Bim-Bcl-W interaction inhibition | Q92843 | bead-based flow cytometry, Bim peptide-Bcl-W binding | inhibition, % at 10 µM | hit rate 0.02% among 190,000 | AID 952;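 further: 0% = bound tracer without compound and 100% = peptide blocker; higher means less fluorescent Bim peptide bound to Bcl-W beads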
Target sequence (Q92843 whole entry, looked up): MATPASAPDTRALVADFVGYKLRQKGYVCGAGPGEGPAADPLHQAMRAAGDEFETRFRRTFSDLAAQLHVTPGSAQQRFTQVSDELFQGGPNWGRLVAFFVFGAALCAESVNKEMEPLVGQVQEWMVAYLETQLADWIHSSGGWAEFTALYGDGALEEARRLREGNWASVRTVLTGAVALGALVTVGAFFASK
Mcl1-Noxa inh – disrupts binding of human Mcl-1 to Noxa peptide | Q07820 | TR-FRET Mcl-1/Noxa peptide binding, 2 h | inhibition, % at 21.7 µM | hit rate 1.5% among 220,000 | AID 1022;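 active means compounds that cut the protein-peptide binding signal by more than 50% relative to plate controls in a single-dose test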;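 further: His-tagged Mcl-1 with rhodamine Noxa BH3 peptide and terbium anti-His antibody; 0% = Mcl-1 plus Noxa peptide wells and 100% = peptide-only wells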
Bim-Bcl-B – disrupts Bim peptide binding to human Bcl-B | bead-based flow cytometry | hit rate 0.073% among 190,000 | Q9HD36 | inhibition, % at 10 µM;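 further: 0% = tracer peptide without compound and 100% = reference inhibitor peptide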
RGS4-Gao reg – modulates binding of RGS4 to human Galphao | P09471 | Multiplexed bead flow cytometry; actives lie on both sides | binding response (% of control), % at 10 µM | hit rate 0.33% among 220,000 | AID 1415; in the data active means binding response below about 49% or above about 150%; inactive means in between;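 further: fluorescent Galphao activated with aluminum fluoride binding bead-coupled RGS4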
Mcl1 Bid PPI – Mcl-1/Bid interaction inhibition. Q07820. TR-FRET Mcl-1/Bid-Dy647 peptide binding, 1536-well. inhibition, % at 21.7 µM. hit rate 0.97% among 220,000. AID 1021;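 active means compounds that cut the binding signal by more than half at the single screening dose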;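 further: His-tagged Mcl-1 with europium anti-His antibody binding Bid BH3 peptide; 0% = Mcl-1 plus peptide wells and 100% = peptide-only wells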
Bim-Bcl-XL – disrupts Bim peptide binding to human Bcl-XL | Q07817 | bead flow cytometry, fluorescence | inhibition, % at 10 µM | hit rate 0.04% among 190,000 | AID 1007
RGS7-Gao – modulates binding of RGS7 to human Galphao; P09471; Multiplexed bead flow cytometry; actives lie on both sides; binding response (% of control), % at 10 µM; hit rate 0.35% among 220,000; in the data active means binding response below about 49% or above about 150%; inconclusive means no clear call, values can overlap the other calls; inactive means in between;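 further: fluorescent Galphao held in activated GDP-AlF4 state binding bead-coupled RGS7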
Active calls of the source: *; u = inconclusive; x = no result given. Unless noted, no stated cut-off is given here; in the data, active means inhibition above about 40%. Compounds as they come; any-hit rate near 2.7%.

RGS8-Gao reg	Mcl-1 Bim block	Bim-Bfl-1	Bim-Bcl-2	Bcl-W Bim block	Mcl1-Noxa inh	Bim-Bcl-B	RGS4-Gao reg	Mcl1 Bid PPI	Bim-Bcl-XL	RGS7-Gao	SMILES
101	x	x	x	x	6	x	103	-9	x	u	O=C1CC(C(=O)NCCc2ccccc2)SC(=Nc2ccccc2)N1 (configuration not stated)
92	-3	0	5	2	10	1	102	-22	0	101	COc1cc(/C=N/NC(=O)c2ccoc2C)ccc1O
102	0	-2	-1	1	4	-4	102	-9	-3	101	CCOC(=O)NC(=O)CSc1nc2ccc([N+](=O)[O-])cc2[nH]1
102	0	-11	-9	-1	4	-7	99	-6	-5	103	O=C(O)COc1ccc(/C=N/NC(=O)C2CCCN2S(=O)(=O)c2ccc(Cl)cc2)cc1 (configuration not stated)
101	-2	-3	-6	-3	4	-4	100	-26	-3	99	CCOC(=O)C1(Cc2cccc(OC)c2)CCN(Cc2ccccc2OC)CC1
102	-1	-2	0	-3	5	-3	98	-5	-2	100	COc1cc(C(=O)NCc2ccc(F)cc2)cc(Cl)c1OC
103	-4	-19	-12	-2	-2	-10	102	-38	-9	102	O=C(Nc1ccc(N2CCOCC2)cc1)c1ccc(S(=O)(=O)N2CCCCC2)cc1
100	-3	-18	-10	-3	7	-9	101	3	-12	100	CCOC(=O)C1CCCN(C(=O)C2c3ccccc3Oc3ccccc32)C1 (configuration not stated)
104	0	-7	-6	2	20	-7	104	-50	-1	102	CCCn1c(SCC(=O)c2cc(C)ccc2C)n[nH]c1=O
95	3	11	6	1	46	-6	99	-56	-2	102	CC(C)C(c1nnnn1Cc1ccc(F)cc1)N1CCN(c2ccc(O)cc2)CC1 (configuration not stated)
103	x	x	x	x	-5	x	104	-12	x	u	C/C(=N\N)c1c(-c2ccccc2)c2cc(C)ccc2[nH]c1=O
99	0	-3	-1	-1	7	-1	99	-30	0	98	CC(=O)Nc1ccc(/C=N/N2CCCCC2)cc1
99	-6	-15	-13	0	22	-9	97	18	-5	100	C=CCSc1nnc(NC(=O)c2ccc(Cl)nc2)s1
96	1	4	-1	-1	31	0	93	-17	1	98	O=C(N/N=C/c1ccco1)c1cc(-c2ccc3ccccc3c2)n[nH]1
98	0	-8	-8	-4	13	-8	99	-10	-4	100	CCOC(=O)C1CCCN(c2nnnn2-c2ccccc2)C1 (configuration not stated)
101	-1	0	-1	-2	17	-7	103	3	-4	101	COc1ccc(C(CC(=O)O)NC(=O)Cc2ccccc2)cc1OC (configuration not stated)
102	0	-3	0	0	6	-1	102	-7	-3	104	O=C(Nc1cccn2ncnc12)C(F)(F)F
95	-4	1	-3	-1	17	-7	83	-3	-4	104	CSc1nc2ccc(NS(=O)(=O)c3c(Cl)cccc3Cl)cc2s1
98	-6	-6	-4	-3	5	-10	99	-40	-9	99	COc1ccc(C(=O)NNC(=O)CN2CCC(n3nnc4cc(C)ccc43)CC2)cc1
103	3	-1	4	0	2	-5	106	-2	-1	100	CCCCCCCC1CC(CSc2ncn[nH]2)OC1=O (configuration not stated)
84	-4	-6	-3	-5	18	-8	75	-2	-7	72	O=C(NCC1CCCO1)c1ccc2c(=O)n(Cc3ccc(Cl)cc3)c(=S)[nH]c2c1 (configuration not stated)
100	0	-13	-7	4	-4	-9	99	-28	-8	100	CCCN1Cc2cccc(C(=O)NC3CCCC3)c2C1=O
93	3	1	-3	0	-7	0	94	-10	-3	98	COC(=O)c1cc2ccsc2n1CC(=O)NCC1CCCO1 (configuration not stated)
102	0	-2	0	0	4	-2	96	3	-4	95	O=S(=O)(c1ccc(C2CCCCC2)cc1)N1CCOCC1
97	-2	-1	-1	-2	4	-2	96	-4	-3	98	COc1cccc(C2CC(c3ccccc3Cl)n3nc(N)nc3N2)c1 (configuration not stated)
99	1	-4	-1	1	4	-2	98	-23	-2	u	CC(=O)N/N=C(\C)CCc1ccccc1
99	-3	0	-4	-3	16	-24	103	-10	-6	103	COc1ccc2oc(=O)c(-c3nc4ccccc4o3)cc2c1
98	3	-6	-1	6	-15	-5	98	-84	-7	99	Cc1nc2sc3c(c2c(=O)o1)CCC3
101	0	2	1	4	21	1	106	-78	2	106	CCC(c1c(C)[nH]oc1=O)c1c(C)[nH]oc1=O
96	x	x	x	x	1	x	97	-21	x	u	CC1CCCCC1NC(=O)C1CCC(CNc2c(N3CCCCC3)c(=O)c2=O)CC1 (configuration not stated)
99	-5	-21	-14	-4	-5	-11	96	-24	-9	100	COc1cccc(N2CCN(Cc3nc4ccccc4c(=O)[nH]3)CC2)c1
92	0	3	-1	2	1	4	98	-60	7	102	COC(=O)CNc1c(-c2ccccc2)nc2ccc(Br)cn12
109	-1	0	-3	0	-3	0	99	-21	0	103	O=C(COc1ccc(S(=O)(=O)N2CCCC2)cc1Cl)N1CCN(c2ccccc2)CC1
103	0	-7	-5	-3	19	-6	101	0	-6	97	Cc1ccc(Nc2nc(N)c([N+](=O)[O-])c(NCc3ccco3)n2)cc1
100	0	-3	-3	0	6	-1	99	0	-2	u	CCCCCCCCCCCC(=O)NC1CCS(=O)(=O)C1 (configuration not stated)
95	0	0	4	-3	11	-1	100	-125	-1	103	Cc1ccccc1NC(=O)CNc1ccccc1N1CCCCC1
91	0	8	2	0	0	0	94	-16	-1	u	Cc1cc(=O)n2c(C(=O)Nc3ccc(C(=O)OC(C)C)cc3)c(C(=O)Nc3ccccc3)sc2n1
99	-9	-6	0	-4	-4	-3	98	0	-9	95	COc1ccc(C2=NN(C(=O)CSc3nc4ccccc4s3)C(c3ccc(F)cc3)C2)cc1 (configuration not stated)
101	-2	-10	-6	0	25	-5	98	-8	-4	104	Cc1ccc(C)c(Cn2c(=O)n(CCCC(=O)NCc3ccco3)c(=O)c3sccc32)c1
96	x	x	x	x	5	x	93	13	x	u	CCCCCC(=O)Nc1cccc(C2=NOC3(C2)C[C@@H](C(N)=O)N(C(=O)CC(c2ccccc2)c2ccccc2)C3)c1 (some centres not stated)
101	0	-17	-11	1	9	-5	100	-33	-3	99	COc1ccccc1NC(=O)COc1ccc(C(=O)OCC(=O)N(C(C)C)C(C)C)cc1OC
106	-1	6	2	0	-39	1	101	-41	0	99	COc1ccc(/C=C/C(=O)NCc2ccccn2)cc1OC
101	x	x	x	x	14	x	100	-34	x	u	O=c1[nH]cc(N(CCO)CCO)c(=O)[nH]1
101	x	x	x	x	3	x	101	-14	x	u	Cc1oc(-c2ccc(Cl)cc2)cc1C(=O)NC1CCN(Cc2ccccc2)CC1
102	-8	-16	-11	-8	10	-13	106	-5	-11	103	Cc1cc(C(=O)c2ccccc2)c(NC(=O)CN2CCOCC2)s1

Just Bim-Bcl-B (4 entries from above):
compound	Bim-Bcl-B
COc1cccc(N2CCN(Cc3nc4ccccc4c(=O)[nH]3)CC2)c1	-11
COC(=O)CNc1c(-c2ccccc2)nc2ccc(Br)cn12	4
O=C(COc1ccc(S(=O)(=O)N2CCCC2)cc1Cl)N1CCN(c2ccccc2)CC1	0
Cc1ccc(Nc2nc(N)c([N+](=O)[O-])c(NCc3ccco3)n2)cc1	-6

New compounds follow.
RGS8-Gao reg	Mcl-1 Bim block	Bim-Bfl-1	Bim-Bcl-2	Bcl-W Bim block	Mcl1-Noxa inh	Bim-Bcl-B	RGS4-Gao reg	Mcl1 Bid PPI	Bim-Bcl-XL	RGS7-Gao	SMILES
103	-3	-11	-4	-3	4	-3	102	-5	-3	99	O=C(COC(=O)Cc1cccs1)Nc1ccccc1F
103	0	0	2	-2	20	0	101	14	-4	104	COc1nccnc1NS(=O)(=O)c1ccc(N=Cc2c(C)[nH]n(-c3ccc(Cl)cc3)c2=O)cc1
99	-5	8	0	-1	12	-1	97	-34	-3	98	O=C(Nc1ccccc1N1CCOCC1)C1CCN(S(=O)(=O)c2ccc(F)cc2)CC1
102	0	-11	-4	0	12	-6	99	-3	-4	101	O=C(CSc1oc(-c2ccccc2)nc1S(=O)(=O)c1ccc(F)cc1)NCC1CCCO1 (configuration not stated)
103	-2	-3	-2	0	26	-4	103	-1	-4	102	Cc1nnc(N2C(=O)C(O)=C(C(=O)c3ccco3)C2c2ccc(C(C)C)cc2)s1 (configuration not stated)
91	-1	0	-3	-2	7	0	92	-3	1	95	O=C(COC(=O)Cn1cnc2ccccc21)NCCc1ccc(Cl)cc1
101	3	2	3	3	9	3	102	-16	1	98	CN(C(=O)C1CCOC1)c1nnc(C2CCOC2)s1 (configuration not stated)
104	-2	1	-5	-3	3	-5	104	-28	-4	97	CCC(=O)Nc1cccc(-c2cn3ccccc3n2)c1
102	-4	-13	-9	-1	6	-8	101	-9	6	100	CCC(C)(C(=O)NC1CCCCC1)N(C(=O)c1ccccn1)c1ccccc1 (configuration not stated)
103	-4	-10	-5	0	-2	-7	96	11	-10	94	CCc1cc2c3c(c1)/C(=C1/SC(N)=NC1=O)C(=O)N3C(C)(C)C=C2C
30*	4	7	4	1	35	3	38*	0	3	33*	COc1ccc(C(F)(F)F)cc1NC(=O)c1nc2nc(C)cc(C(F)F)n2n1
